HTT aggregate – reduces HttQ103-GFP aggregates in PC12 cells; hit rate 1.1% among 220,000; Potency, µM (highest dose often 46.1 µM), without a hit: at the top dose activity change, negative = inhibition, most hits filed as inhibitors; PC12 HttQ103-GFP aggregates, Acumen cytometry, 40 h; further: potency means the concentration at half of the fitted maximal effect; on the % scale 0 is the no-effect control and ±100 the full control effect; nearly all actives have a fitted effect of over 60% in size
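Aggregates are detected as GFP objects 1–25 µm with signal 6 STDEV over background in lysates of induced PC12 cells. These carry Huntingtin exon 1 with 103 glutamines fused to GFP under an ecdysone promoter; compounds titrated.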
IMPase Li inh – IMPase inhibition in cells with lithium potentiation; CHO-M1 cells, IP1 TR-FRET (IP-One), carbachol + lithium; Potency, µM (series often up to 59.4 µM), for the others: at the highest dose activity, negative = IMPase inhibition, hits mostly inhibitors; hit rate 0.35% among 210,000;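 further: IP1 builds up when IMPase is blocked and the TR-FRET signal falls; potency means the concentration at half of the fitted maximal effect; plate controls were basal vehicle for no effect and high inhibitor control for full effect; nearly all actives have a fitted effect of over 50% in size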
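CHO-M1, 2000 cells/well, 16–30 h culture; cpd + low Li+, 30 min 37C; lysis with d2-IP1/Eu-anti-IP1 Ab, 10 min RT; TR-FRET 665/620 ratio and 620 channel; AC50 via Hill.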
KinaseGlo FLuc – counter-screen: inhibitors of Kinase-Glo firefly luciferase; Q27757; Kinase-Glo luciferase, ATP luminescence, 8 min; Potency, µM (series often up to 38.3 µM), inactives show top-dose activity change, negative = inhibition, usual class: inhibitors; hit rate 0.28% among 200,000; further: potency means the concentration at half of the fitted maximal effect; on the % scale 0 is the no-effect control and ±100 the full control effect; nearly all actives have a fitted effect of over 60% in size
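Luminescence was the read-out, taken after 8-minute incubation at ambient temperature. Luciferase turned over luciferin with 10 uM ATP in imidazole pH 7.2 buffer containing KCl, MgCl2, Tween 20 and BSA.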
NPSR antagonist – neuropeptide S receptor (human) antagonism, cAMP; Q6W5P4; CHO-NPSR cells, cAMP TR-FRET, antagonist mode; Potency, µM (top dose mostly 38.3 µM), for inactives: top-dose activity change, negative = inhibition, most hits filed as inhibitors; hit rate 1% among 220,000; AID 1461; further: potency means the concentration at half of the fitted maximal effect; on the % scale 0 is the no-effect control and ±100 the full control effect; nearly all actives have a fitted effect of over 50% in size; many of its hits are not listed in these tables
L3MBTL1 inh – blocks human L3MBTL1; Q9Y468; AlphaScreen L3MBTL1–H3K9me1 peptide binding; Potency, µM (series often up to 57.1 µM), for inactives: at the top dose activity, negative = inhibition, most hits filed as inhibitors; hit rate 0.66% among 230,000; further: potency means the concentration at half of the fitted maximal effect; on the % scale 0 is the no-effect control and ±100 the full control effect; nearly all actives have a fitted effect of over 60% in size
Target sequence (Q9Y468 whole entry, looked up): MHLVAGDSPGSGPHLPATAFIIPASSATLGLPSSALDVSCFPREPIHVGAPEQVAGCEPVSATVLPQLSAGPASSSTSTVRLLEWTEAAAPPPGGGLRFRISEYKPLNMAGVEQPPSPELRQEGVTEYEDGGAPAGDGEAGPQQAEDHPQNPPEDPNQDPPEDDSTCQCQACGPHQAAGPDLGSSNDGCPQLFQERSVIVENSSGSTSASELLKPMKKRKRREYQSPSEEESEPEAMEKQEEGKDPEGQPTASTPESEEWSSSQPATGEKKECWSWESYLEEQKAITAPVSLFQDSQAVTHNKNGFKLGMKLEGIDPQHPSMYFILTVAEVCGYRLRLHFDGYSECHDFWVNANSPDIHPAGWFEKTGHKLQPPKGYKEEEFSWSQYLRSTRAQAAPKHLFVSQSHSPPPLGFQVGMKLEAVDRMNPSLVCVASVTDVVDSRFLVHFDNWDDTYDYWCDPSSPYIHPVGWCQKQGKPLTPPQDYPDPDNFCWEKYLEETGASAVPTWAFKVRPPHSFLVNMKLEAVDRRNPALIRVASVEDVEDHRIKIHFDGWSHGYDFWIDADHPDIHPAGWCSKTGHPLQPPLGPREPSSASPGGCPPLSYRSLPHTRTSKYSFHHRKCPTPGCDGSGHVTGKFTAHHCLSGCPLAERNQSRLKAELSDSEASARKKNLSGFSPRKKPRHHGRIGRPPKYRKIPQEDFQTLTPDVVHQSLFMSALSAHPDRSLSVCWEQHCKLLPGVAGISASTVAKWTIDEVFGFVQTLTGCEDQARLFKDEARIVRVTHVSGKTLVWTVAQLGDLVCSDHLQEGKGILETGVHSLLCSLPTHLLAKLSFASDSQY
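Read-out is AlphaScreen signal from streptavidin donor and nickel chelate acceptor beads (10 ug/mL final each) bridging L3MBTL1 (50 nM) and biotinylated K9-monomethylated H3(1-15) peptide (75 nM), after 30 min compound exposure at room temperature.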
Epigenetic derep – epigenetic control regulation, reporter derepression; Potency, µM (titrated, usually from 53.9 µM), for the others: top-dose GFP activation, actives largely listed as activators; murine LDR cells, GFP reporter derepression, 30 h; hit rate 0.2% among 280,000; further: potency means the concentration at half of the fitted maximal effect; % of control where 0% means no effect; nearly all actives have a fitted effect of over 60% in size
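Murine LDR cells bearing a silenced CMV-driven GFP reporter were exposed to compound for 30 h at 37 C. After PBS washes, GFP-positive cells (20-120 um objects) counted by laser-scanning microplate cytometry.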
CBFb RUNX1 block – inhibitors of human CBF-beta and RUNX1 interaction; 230,000 tested, under 10 active; Potency, µM (series often up to 59.8 µM), without a hit: at the top dose activity, negative = inhibition, actives largely listed as inhibitors; Q01196+Q13951; AlphaScreen CBFb-His/RUNX1-biotin binding, biochemical; further: % of control where 0% means no effect
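CBFb-His/RUNX1-biotin, 30 nM each, preincubated 20 min RT; compound 15 min RT; Ni + streptavidin beads 50 ng each, 90 min RT; AlphaScreen read.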
* hit, by the source's call; ? = inconclusive; nt = not tested or not shown; & = joins results of further samples; [ ] = another dose, or the depositor's remark. The call rests on the fitted dose curve; in most records, active means well fitted curve in the direction sought with a large enough effect; inconclusive means small, poorly fitted or top-dose-only effect, or another doubt; inactive means no such curve, though single readings can be large; an effect the other way counts as inactive or inconclusive. A portion of the library. The share of hits here may be higher or lower than overall.

SMILES	HTT aggregate	IMPase Li inh	KinaseGlo FLuc	NPSR antagonist	L3MBTL1 inh	Epigenetic derep	CBFb RUNX1 block
CN(C)CCCN(C(=O)C1COc2ccccc2O1)c1nc2ccc(F)cc2s1 (configuration not stated)	-16%	3%	-1%	2%	nt	-4.0%	4%
COc1cc(CN2CCN(S(=O)(=O)c3ccc(F)cc3)CC2)cc(OC)c1OC	?	-1%[38.3 µM]	-4%	-11%[46.1 µM]	0%	1.1%&-2.9%	-5%
Cc1onc(-c2ccccc2)c1C(=O)NCCc1c[nH]c2ccccc12	7%	2%[38.3 µM]	-6%	-14%[46.1 µM]	-1%	0.0%	-1%
COC(=O)c1ccc(NC(=O)C2CC(=O)OC2c2ccccc2)cc1 (configuration not stated)	-12%[9.22 µM]	nt	nt	2%	-5%	0.0%	8%
O=C(CCNS(=O)(=O)c1ccc(Br)cc1)NCc1ccc2c(c1)OCO2	4%	nt	nt	-6%[46.1 µM]	8%	-1.0%	-4%
COCCn1c(SCCN2CCCCC2)nc2ccccc2c1=O	-4%	15%[38.3 µM]	2%	-4%[46.1 µM]	-8%	-0.8%	2%
COC(=O)c1oc2ccc(Cl)cc2c1-n1cccc1	-8%	1%	3%	-12%[46.1 µM]	-2%	0.0%	11%
Cc1ccc2cc(C#N)c(SCC(=O)Nc3ccc4sc(C)nc4c3)nc2c1	0%	5%	6%	7%[46.1 µM]	7%	0.1%	5%
CCCNC(=O)COC(=O)/C=C/c1cccc(F)c1	1%	9%	-1%	-4%	5%	5.1%	3%
C=CCNCCCOc1ccc(C)cc1Br	0%	-6%	-1%	20%	5%	0.0%	-6%
N#CCCn1c2ccccc2c2nc3ccccc3nc21	-5%	nt	nt	-3%[46.1 µM]	-1%	-3.9%	19%
Cc1ccccc1OCC(=O)NC(=S)Nc1ccc(Br)c(C)n1	9%	-15%[38.3 µM]	0%	0%[46.1 µM]	1%	0.9%	-25%
OCCN(CCO)CC(O)COc1ccc(C23CC4CC(CC(C4)C2)C3)cc1 (configuration not stated)	21%	0%	15%	3%	-4%	1.1%	-5%
Cc1nn(Cc2nnc(SCC(=O)Nc3cccc(C(F)(F)F)c3)n2C)c(C)c1[N+](=O)[O-]	-38%[9.22 µM]	nt	nt	-7%	nt	-1.3%	-5%
CC(=O)Oc1ccc2c(c1OC(C)=O)OCC1(O)Cc3c(cc(OC(C)=O)c(OC(C)=O)c3OC(C)=O)C21 (configuration not stated)	nt	3%	-3%	nt	nt	-0.8%	nt
Cc1cc(Cl)nc(-c2ccccc2)n1	-9%[9.22 µM]	3%	-4%	0%	7%	0.8%	5%
Cc1cc(NC(=O)CSc2nc3c(c(=O)n2Cc2ccccc2)SC(C)C3)no1 (configuration not stated)	-9%[9.22 µM]	nt	nt	-14%	nt	1.1%	-4%
Cc1c(N(C(=O)CNC(=O)c2ccccc2)C2(C(=O)NC3CCCC3)CCCCC2)c(=O)n(-c2ccccc2)n1C	7%	4%	5%	-6%	nt	2.8%	5%
O=C(CSc1nncn1-c1ccccc1)c1c[nH]c2ccccc12	-6%	0%	5%	-7%	1%	1.1%	-1%
Cc1c(Cl)cccc1NC(=S)N(CCN(C)C)C(C)c1ccco1 (configuration not stated)	8%[9.22 µM]	nt	nt	-21%	nt	-0.6%	7%
Cc1cccc(NC(=O)CC2c3ccccc3Oc3ccccc32)c1	-12%	15%	1%	-18%	6%	1.6%	9%
Cc1ccc(NC(=S)NCCc2c[nH]c3ccccc23)c(C)c1	8%[9.22 µM]	nt	nt	51%	-27%	8.6%	-8%
COc1ccc(NC(=O)NCCN2CCc3ccccc3C2)cc1	-4%	10%	-2%	3%[46.1 µM]	-2%	-1.2%	1%
CC(C)(O)C#Cc1ccc(C(=O)NCCC(=O)O)s1	20%	4%	0%	2%	-5%	-1.5%	16%
Nc1nc(N2CCCCC2)nc(N(c2ccccc2)c2ccccc2)n1	-16%	39%[38.3 µM]	-3%	-15%[46.1 µM]	-2%	-0.8%	3%
CCCCCSc1nnc2c(n1)OC(C)N(C(C)=O)c1ccccc1-2 (configuration not stated)	4%	4%[38.3 µM]	1%	-11%[46.1 µM]	nt	-4.1%	1%
O=C(Nc1ccc(NC(=S)NC(=O)c2ccccc2F)cc1)c1cccs1	-24%	12%	-1%	-16%	-14%	-2.7%	-11%
O=C(/C=C/c1ccccc1)N/C(=C/c1ccccc1)C(=O)NCCCO	-1%	3%	2%	11%	-2%	2.3%	8%
CCn1nc(C)c(CNC(=O)Nc2ccccc2C(=O)OC)c1C	-30%	4%	-1%	18%	-13%	-4.8%	17%
COc1ccc(S(=O)(=O)N2Cc3ccccc3CC2C(=O)Nc2nccs2)cc1OC (configuration not stated)	-13%	-3%[38.3 µM]	3%	-9%[46.1 µM]	1%	0.8%	2%
CC1(C)NC(=O)N(CCCSc2ccc(Cl)cc2)C1=O	21%[9.22 µM]	3%[38.3 µM]	-2%	-11%[46.1 µM]	3%	1.9%	5%
Cc1ccnc(NC(=O)C23CC4CC(CC(C4)C2)C3)c1	-9%	23%[38.3 µM]	2%	-14%[46.1 µM]	3%	0.0%	11%
O=C(Nc1cccn2ncnc12)c1ccccc1	-5%	-10%[38.3 µM]	-6%	-3%[46.1 µM]	2%	-1.4%	1%
O=C1C2C(C(=O)N1/N=C/c1cc([N+](=O)[O-])c(O)cc1O)C1C=CC2C12CC2 (configuration not stated)	19%	4%	-4%	-32%	32µM*	-0.4%	?
O=[N+]([O-])c1ccc(CSc2nnc(SCc3ccc(Cl)cc3)s2)cc1	?	nt	nt	-24%[46.1 µM]	-8%	-0.9%	-11%
COC(=O)C(=Cc1ccc(OCc2ccc([N+](=O)[O-])cc2)c(OC)c1)C(=O)OC	15%	11%	0%	?	-6%	-2.4%	9%
Cc1cnc(N2C(=O)c3ccc([N+](=O)[O-])cc3C2=O)s1	-13%	8%	1%	8%	-1%	0.0%	-2%
CCCCN(C)S(=O)(=O)c1ccc(C(=O)Nc2nnc(-c3cccs3)o2)cc1	?	1%[38.3 µM]	8%	-12%[46.1 µM]	4%	0.1%	-23%
Cn1c(CO)cnc1S(=O)(=O)Cc1ccc(Cl)cc1	13%	4%	0%	5%	3%	2.3%	17%
O=C(O)CNC(=O)/C(=C/c1cccc([N+](=O)[O-])c1)NC(=O)c1ccco1	18%	0%	2%	14%	6%	-1.6%	10%
COCCN(C(=O)CSc1nnc(C)n1Cc1ccccc1)c1c(N)n(CC(C)C)c(=O)[nH]c1=O	0%	-1%	1%	4%	-3%	-2.5%	6%
CC(=O)c1cn(C)c(=O)[nH]c1=O	-8%	2%	-2%	19%	-7%	5.2%	12%
Cc1cc2n(n1)C(c1ccccc1Cl)Nc1ccccc1-2 (configuration not stated)	?	28%[38.3 µM]	0%	-8%[46.1 µM]	nt	-1.0%	0%
COc1cc(OC)c2c(=O)c(OC)c(-c3ccc(OC)c(OC)c3)oc2c1	12%[9.22 µM]	5%&1%	-1%	0%	6%	0.5%&-0.7%	4%
COc1ccc(-c2noc(C3CCCN(C(=O)Nc4ccccc4F)C3)n2)cc1 (configuration not stated)	16%[9.22 µM]	19%	3%	8%	13%	0.0%	4%
COC(CNC(=O)c1cccc2c1C(=O)N(Cc1cccnc1)C2)OC	20%	-6%[38.3 µM]	-4%	-1%[46.1 µM]	nt	1.3%	-3%
O=C(OCC(O)C(O)COC(=O)c1ccccc1)c1ccccc1 (configuration not stated)	-3%	-15%[38.3 µM]	0%	-7%[46.1 µM]	4%	4.3%	-4%
O=C(Cc1ccccc1)Nc1ccc(N2CCCCC2)cc1	22%	11%	-6%	-3%	nt	-1.8%	5%

The last 6 records of the section before open the next one:
SMILES	HTT aggregate	IMPase Li inh	KinaseGlo FLuc	NPSR antagonist	L3MBTL1 inh	Epigenetic derep	CBFb RUNX1 block
Cc1cc2n(n1)C(c1ccccc1Cl)Nc1ccccc1-2 (configuration not stated)	?	28%[38.3 µM]	0%	-8%[46.1 µM]	nt	-1.0%	0%
COc1cc(OC)c2c(=O)c(OC)c(-c3ccc(OC)c(OC)c3)oc2c1	12%[9.22 µM]	5%&1%	-1%	0%	6%	0.5%&-0.7%	4%
COc1ccc(-c2noc(C3CCCN(C(=O)Nc4ccccc4F)C3)n2)cc1 (configuration not stated)	16%[9.22 µM]	19%	3%	8%	13%	0.0%	4%
COC(CNC(=O)c1cccc2c1C(=O)N(Cc1cccnc1)C2)OC	20%	-6%[38.3 µM]	-4%	-1%[46.1 µM]	nt	1.3%	-3%
O=C(OCC(O)C(O)COC(=O)c1ccccc1)c1ccccc1 (configuration not stated)	-3%	-15%[38.3 µM]	0%	-7%[46.1 µM]	4%	4.3%	-4%
O=C(Cc1ccccc1)Nc1ccc(N2CCCCC2)cc1	22%	11%	-6%	-3%	nt	-1.8%	5%
C=CCOC(=O)C1=C(C)OC(N)=C(C#N)C1c1ccc(OC)c(CSc2ccccn2)c1 (configuration not stated)	17%	11%	-3%	-27%	0%	1.0%	-8%
CCCCNS(=O)(=O)c1ccc(NC(=O)Cc2ccccc2[N+](=O)[O-])cc1	-8%[9.22 µM]	4%	nt	5%	-8%	5.9%	10%
Cc1c(/C=N/NC(=O)c2sc3ccccc3c2Cl)cnn1C	-26%	7%[38.3 µM]	-4%	-4%[46.1 µM]	-4%	-1.1%	-15%
Cc1ccc(C(=O)N/C(=C/c2cccs2)C(=O)N2CCCCCC2)cc1	1%	-14%[38.3 µM]	-7%	-19%[46.1 µM]	-8%	0.0%	-3%
Cc1csc2c(N3CCN(C(=O)Nc4ccccc4)CC3)ncnc12	14%[9.22 µM]	nt	nt	-2%	nt	-1.6%	12%

Bioassay records: PubChem BioAssay, National Center for Advancing Translational Sciences (NCATS)
